From PubChem
ERK EGF block – qHTS Assay for Inhibitors of the ERK Signaling Pathway using a Homogeneous Screening Assay; Stimulation with EGF | HEK293-V1b, EGF-stimulated phospho-ERK AlphaScreen | Potency, µM (highest dose often 11.5 µM), without a hit: at the highest dose activity change, negative = inhibition, usual class: inhibitors | hit rate 0.41% among 130,000 | AID 1454, 2008; active means well fitted inhibition curve with a large enough effect; inconclusive means small, poorly fitted or top-dose-only effect, or effect the other way;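 further: plate controls were stimulated vehicle wells for no effect and unstimulated vehicle basal for full effect; nearly all actives have a fitted effect of over 55% in size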
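In this qHTS, HEK293 cells with stable type-1 vasopressin (V1b) receptor were exposed to compound at 37C for 30 min, stimulated 5 min with EGF at 25 nM, lysed, and probed for phospho-ERK by AlphaScreen.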
Numbers without * were called inactive; [ ] = another dose, or the depositor's remark. Potency means the concentration at half of the fitted maximal effect. An excerpt; rates above refer to the full screens.

`NC(=O)CC(NC(=O)Cc1cccc2ccccc12)c1ccc(NC2CCC2)c([N+](=O)[O-])c1` (configuration not stated) gave ERK EGF block -6%[57.5 µM].
Cc1c(NC(=O)/C(C#N)=C/c2ccc(-c3ccc(Cl)cc3)o2)c(=O)n(-c2ccccc2)n1C was read as ERK EGF block -2%.
For COc1cccc(NC(=O)c2cc(CN3C(=O)c4ccccc4C3=O)ccc2OC)c1 the results were ERK EGF block 5%.
`C/C(=N\NC(=S)NCc1ccccc1)c1ccc(Cl)s1` gave ERK EGF block 0%.
Screening O[C@@](CCN1CCCCC1)(c1ccccc1)[C@@H]1C[C@H]2C=C[C@@H]1C2 returned ERK EGF block 4%[25.7 µM].
For O=C(N/N=C/c1ccc[nH]1)c1ccc(COc2cccc3cccnc23)cc1 the results were ERK EGF block 25µM*.
Screening CCOc1ccc(C(C)=O)cc1CSc1nnc(N)s1 returned ERK EGF block -1%.
Screening COc1cccc(C2C(C(=O)/C=C/c3ccco3)=C(O)C(=O)N2CCN2CCOCC2)c1 (configuration not stated) returned ERK EGF block -14%.
Cc1ccc(OCc2nnc(SCC(=O)N3c4ccccc4Sc4ccc(Cl)cc43)o2)cc1 was read as ERK EGF block 2%.
`COc1ccc(NS(=O)(=O)c2ccc(OC)c(OC)c2)cc1OC` gave ERK EGF block 4%.
For Cc1sc2nc3c(SC(C)C(=O)O)cc(C(=O)c4ccccc4O)cn3c(=O)c2c1C (configuration not stated) the results were ERK EGF block -2%.
`O=C(CSc1nc(-c2ccco2)cc(C(F)(F)F)n1)Nc1ccc2c(c1)OCO2` gave ERK EGF block 0%.
`COCCNC(=O)CSc1nnc(-c2ccccc2F)n1Cc1ccccc1` gave ERK EGF block -1%.
For COc1cc2c(cc1OC)CN(C(=O)CSc1nnc3scc(-c4ccccc4)n13)CC2 the results were ERK EGF block 8%.
`COc1cc(C(=O)N2CCC(n3c(C)nc4cc(F)ccc43)CC2)cc(OC)c1OC` gave ERK EGF block 6%.
For CC(=O)c1sc2nc(CSc3nncn3C)[nH]c(=O)c2c1C the results were ERK EGF block -6%.
`CCOc1ccc(CC(=O)Nc2c(C(N)=O)oc3ccccc23)cc1OCC` gave ERK EGF block -6%.
For Cc1nc(Cl)c(C(=O)NC(=O)NCc2ccccc2)c(C)c1Cl the results were ERK EGF block -2%.
For O=C(CO)N/N=C/c1c2ccccc2cc2ccccc12 the results were ERK EGF block -11%.
CC(Sc1nc(-c2ccc(F)cc2)cs1)C(=O)N1c2ccccc2CC1C (configuration not stated) was read as ERK EGF block 4%.
`CC(=O)c1ccc(NC(=S)NC2CCCC(C)C2C)cc1` (configuration not stated) gave ERK EGF block -2%.
`COc1ccc(OC)c(Cc2nnc(CCC(=O)NC3CCCCC3)o2)c1` gave ERK EGF block 8%.
Screening CCOC(=O)C1(CCCc2ccccc2)CCN(C(=O)CCCn2cncn2)CC1 returned ERK EGF block 7%.
Screening Cc1cc(C)c(NC(=O)CSc2nc3ccc(N4C(=O)c5ccccc5C4=O)cc3s2)c(C)c1 returned ERK EGF block 3%.
For C=C(C)CSc1[nH]c(=O)cc(C)c1C#N the results were ERK EGF block 2%.
CC1(C)CC(=O)C2=C(C1)Nc1ccccc1N(C(=O)C1CC1)C2c1ccco1 (configuration not stated) was read as ERK EGF block -3%.
For Cc1ccc(NC(=O)c2cc(N3C(=O)C=CC3=O)ccc2N2CCOCC2)cc1Cl the results were ERK EGF block 2%.
For CCC(NC(=O)c1ccccc1Br)c1ccccc1 (configuration not stated) the results were ERK EGF block -1%[57.5 µM].
Screening N/C(=N\O)c1ccc(Cl)cc1Cl returned ERK EGF block -1%[57.5 µM].
`CCCOCC(O)CC(CC)C(=O)NNC(=S)Nc1ccccc1` (configuration not stated) gave ERK EGF block 5%.
COc1ccc(/C(N)=N/OC(=O)C2CCC(=O)N2S(=O)(=O)c2ccc(C)cc2)cc1 (configuration not stated) was read as ERK EGF block -2%.
`COc1ccc(C2CC(c3ccc(Br)cc3)=NN2C(=O)c2cccnc2)cc1` (configuration not stated) gave ERK EGF block -6%.
CCN=C1S/C(=C\c2cc(OCC)c(O)cc2Br)C(=O)N1CC was read as ERK EGF block -16%.
C=CCOc1ccc(S(C)(=O)=O)cc1 was read as ERK EGF block -11%[57.5 µM].
N/C(=N\OC(=O)/C=C/c1ccc(Br)cc1)c1ccccn1 was read as ERK EGF block 3%.
Screening CN(C)/N=C/C=C1\CCC/C(=C/c2cccs2)C1=O returned ERK EGF block 3%[57.5 µM].
Screening COc1ccc(C(=O)NCc2nnc(SCC(=O)N3CCOCC3)o2)cc1OC returned ERK EGF block 1%.
`CCN(CC)CCNC(=O)c1cc2cc(Br)ccc2s1` gave ERK EGF block 0%.
Screening CCCn1c(C)cc(C(=O)COC(=O)c2ccc[nH]c2=O)c1C returned ERK EGF block -1%.
O=C(NNC(=O)C1C2CCCCC21)c1coc(=O)c(Br)c1 (configuration not stated) was read as ERK EGF block -9%[57.5 µM].
For CC(C)c1onc(C(=O)NC(C)c2ccccc2)c1[N+](=O)[O-] (configuration not stated) the results were ERK EGF block -6%[57.5 µM].
`O=C(Nc1cccc(F)c1)N1CC2(CCN(C(=O)c3ccco3)CC2)C1` gave ERK EGF block 13%.
`O=C(CCNC(=O)Cn1ccc2ccccc2c1=O)NCCc1ccc(Cl)cc1` gave ERK EGF block 4%.
For CCN(C(=O)COC(=O)c1cc(S(=O)(=O)Nc2c(C)n(C)n(-c3ccccc3)c2=O)ccc1Cl)C1CCCCC1 the results were ERK EGF block -5%.
`COCCNC(=O)Cn1c(=O)n(Cc2ccc(C(=O)NCc3ccco3)cc2)c(=O)c2ccccc21` gave ERK EGF block 11%.
For COc1ccc2c(c1OC)C(=O)OC2Nc1nc(-c2ccc([N+](=O)[O-])cc2)cs1 (configuration not stated) the results were ERK EGF block 10%[57.5 µM].
`Cc1ccccc1CNC(=O)c1cc(COc2ccc(F)cc2F)on1` gave ERK EGF block inconclusive.
Screening O=C(CC(c1ccccc1)c1ccco1)N1CCOCC1 (configuration not stated) returned ERK EGF block 0%.
For O=c1cc(O)c2ccccc2n1Cc1ccccc1 the results were ERK EGF block -3%.
`O=C(CSc1nnc(NC(=O)Cc2ccc(F)cc2)s1)NCc1ccco1` gave ERK EGF block 16%.
`COc1ccc(C(c2oc(CO)cc(=O)c2O)c2oc(CO)cc(=O)c2O)cc1` gave ERK EGF block -5%.
`CCOc1ccccc1NS(=O)(=O)c1ccc2c(c1)n(C)c(=O)c(=O)n2C` gave ERK EGF block 8%.
For C/C=C/c1ccc(OCC(=O)Nc2ccc(C(N)=O)cc2)c(OC)c1 the results were ERK EGF block -7%.
For Cc1ccc2cccc(NC(=S)NC(=O)c3c(Br)cnn3C)c2n1 the results were ERK EGF block 5%.
For CCCN1C(=O)C(O)(c2c(C)[nH]c3ccccc23)c2ccccc21 (configuration not stated) the results were ERK EGF block -13%[57.5 µM].
Screening Cc1ccc(S(=O)(=O)/C(=C\N(C)C)c2cnc(Cl)s2)cc1 returned ERK EGF block -6%.
Screening Cc1c(C(=O)NNC(=S)Nc2cccc(Cl)c2)nnn1-c1ccccc1 returned ERK EGF block -7%.
Screening Cc1nc(-c2ccccc2)c(-c2ccccc2)[nH]1 returned ERK EGF block 6%.
`Cc1cccc(CNc2cc(-c3cccc(NS(C)(=O)=O)c3)ncn2)c1` gave ERK EGF block 17%.
`Cc1cc(-c2[nH]nc3c2C(c2ccc(Cl)cc2)C(C#N)=C(N)O3)c(C)s1` (configuration not stated) gave ERK EGF block 5%.

Taken from the results shown for reference:
`CCN(CC)CCNC(=O)c1cc2cc(Br)ccc2s1` gave ERK EGF block 0%.
Screening CCCn1c(C)cc(C(=O)COC(=O)c2ccc[nH]c2=O)c1C returned ERK EGF block -1%.
O=C(NNC(=O)C1C2CCCCC21)c1coc(=O)c(Br)c1 (configuration not stated) was read as ERK EGF block -9%[57.5 µM].
For CC(C)c1onc(C(=O)NC(C)c2ccccc2)c1[N+](=O)[O-] (configuration not stated) the results were ERK EGF block -6%[57.5 µM].
`O=C(Nc1cccc(F)c1)N1CC2(CCN(C(=O)c3ccco3)CC2)C1` gave ERK EGF block 13%.
`O=C(CCNC(=O)Cn1ccc2ccccc2c1=O)NCCc1ccc(Cl)cc1` gave ERK EGF block 4%.

(list continues)
Screening COc1ccc(N2CCN(c3ncnc4nc[nH]c34)CC2)cc1 returned ERK EGF block 0%.
`COc1ccc(C(=O)OCCN2CCCCC2)cc1` gave ERK EGF block 4%.
For CCOCCCNCc1c(Cl)cccc1Cl the results were ERK EGF block 3%.
For Cc1ccc(S(=O)(=O)n2ccc(=O)[nH]2)cc1 the results were ERK EGF block -12%[57.5 µM].
Cc1ccc(NC(=S)N/N=C2\CCCCC2C)cc1 (configuration not stated) was read as ERK EGF block inconclusive.
COC(=O)CCN(C(=O)c1cccc([N+](=O)[O-])c1)c1ccccn1 was read as ERK EGF block -3%.
`CCN(CC)C(=O)N1CCN(C)CC1` gave ERK EGF block -8%.
O=C(Nc1ccc(Nc2ccncc2)cc1)c1ccc(Nc2ccnc3ccc([N+](=O)[O-])cc23)cc1[N+](=O)[O-] was read as ERK EGF block inconclusive.
Screening CCOC(=O)c1csc(N)n1 returned ERK EGF block -24%.
For COc1ccc(-c2csc(NC(=O)C3=NN(c4ccccc4)C(=O)CC3)n2)cc1 the results were ERK EGF block 24%.
For COc1ccc(CCNC(=O)C(=O)N2CCCC2)cc1OC the results were ERK EGF block -12%.
`COc1ccccc1OCCC(=O)N1CCN(c2ccccc2OC)CC1` gave ERK EGF block -9%[57.5 µM].
Screening Cc1csc2ncnc(NNC(=O)c3ccc(Cl)cc3)c12 returned ERK EGF block -5%[57.5 µM].
COc1ccc(C(=O)NC2c3ccccc3-c3ccccc32)cc1 was read as ERK EGF block 3%.
`C/C(=N/NC(N)=S)c1ccc(Br)s1` gave ERK EGF block 12%.
Screening O=c1c(O[C@@H]2O[C@H](CO)[C@@H](O)[C@H](O)[C@H]2O)c(-c2ccc(O)c(O)c2)oc2cc(O)cc(O)c12 returned ERK EGF block 1%[57.5 µM].
For COc1ccc(NC(=O)COC(=O)CC23CC4CC(CC(C4)C2)C3)c([N+](=O)[O-])c1 the results were ERK EGF block inconclusive.
For O=C(NCCO)c1ccc2c3n(nc2c1)-c1ccccc1CO3 the results were ERK EGF block 1%[57.5 µM].
`N#CC1=C(N)NC(SCC(=O)Nc2ccccc2)=C(C#N)C12CCCCC2` gave ERK EGF block -4%.
`O=C(CSc1n[nH]c(=O)[nH]c1=O)N/N=C/C=C/c1ccccc1` gave ERK EGF block -6%[57.5 µM].
COc1ccc(NC(=O)Cn2nnc(C(=O)Nc3ccccc3C)c2N)cc1 was read as ERK EGF block -13%.
Screening O=c1[nH]c(SCc2ccccc2)nc2c1cnn2-c1ccc(F)cc1 returned ERK EGF block -20%[57.5 µM].
For Cc1c(NC(=O)C(C)OC(=O)c2cccc(S(=O)(=O)N(C)C)c2)c(=O)n(-c2ccccc2)n1C (configuration not stated) the results were ERK EGF block 5%.
CCN1CNC(=S)N(C(C)c2ccccc2)C1 (configuration not stated) was read as ERK EGF block 0%.
`O=C(Cn1c(CO)nc2ccccc21)NCCc1ccccc1` gave ERK EGF block 6%.
Screening COc1ccc(-c2nc3c(c4nnc(SC(C)C(=O)Nc5ccc(C)cc5)n24)COC(C)(C)C3)cc1 (configuration not stated) returned ERK EGF block -1%.
Screening COC(=O)CS(=O)(=O)c1ccsc1C(=O)Nc1ccc(F)c(F)c1 returned ERK EGF block 7%.
`COc1ccc(N=C2SC(CC(=O)Nc3ccccc3F)C(=O)N2Cc2ccco2)cc1` (configuration not stated) gave ERK EGF block -2%.
For CC1CCN(CCCNC(=O)c2cc3c(Cl)nc4ccccc4c3s2)CC1 the results were ERK EGF block inconclusive.
For Cc1ccc(NC(=O)COC(=O)C2CSC3(C)CCC(=O)N23)cc1S(=O)(=O)N1CCOCC1 (configuration not stated) the results were ERK EGF block 8%.

Reprinted at random: three records from the list.
For Cc1c(NC(=O)C(C)OC(=O)c2cccc(S(=O)(=O)N(C)C)c2)c(=O)n(-c2ccccc2)n1C (configuration not stated) the results were ERK EGF block 5%.
`COc1ccc(N=C2SC(CC(=O)Nc3ccccc3F)C(=O)N2Cc2ccco2)cc1` (configuration not stated) gave ERK EGF block -2%.
For COc1ccc(NC(=O)COC(=O)CC23CC4CC(CC(C4)C2)C3)c([N+](=O)[O-])c1 the results were ERK EGF block inconclusive.

Later entries:
Cc1ccc(NC(=O)CSc2nnc(-c3ccncc3)o2)cc1C was read as ERK EGF block -11%.
For Cc1noc(C)c1-c1nc(CSc2ccccc2)no1 the results were ERK EGF block -10%[57.5 µM].
Screening O=C(NC(=S)Nc1cccnc1Cl)c1ccco1 returned ERK EGF block -3%.
Screening Cc1cc(C)n(-c2ccc(C(=O)OCC(=O)NCc3ccc(Cl)cc3)cc2)n1 returned ERK EGF block 4%.
`COc1ccc(-c2ccc(/C=N/NC(=O)c3cccnc3)o2)c([N+](=O)[O-])c1` gave ERK EGF block 0%.
For Cc1ccc(NC(=S)NC(=O)c2ccc(-c3ccc(Cl)cc3)o2)c(O)c1 the results were ERK EGF block 14%.
For CN(C)c1ccc(NC(=O)COC(=O)c2cc(Cl)ccc2[N+](=O)[O-])cc1 the results were ERK EGF block inconclusive.
